CHO-K1 Ca PAM: nonselective calcium activators in parental CHO-K1 cells, primary screen, counter-screen for M1 PAM project, cell-based, Fluo-8 calcium fluorescence, full deck, 1536-well | ATP EC20; 0% at ATP EC20, 100% at ATP max | activation, % at 3 µM | hit rate 0.02% among 360,000 | AID 602247, 2012;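 active = activation above the run cutoff, the mean activation of all test compounds plus 3 SD, cut at about 40% in these data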;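 also: peak over basal fluorescence ratio in a 140 s read after ATP addition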
TAAR1 antagonist: human TAAR1 antagonists, primary screen, Fluo-8 calcium fluorescence, CHO RD-HGA16 cells; inhibition, % at 3 µM; Trace amine-associated receptor 1 (Homo sapiens), Q96RJ0; hit rate 1.5% among 360,000; antagonist;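 active = inhibition above a per-plate cutoff, the mean inhibition of test compounds on that plate plus 3 SD, cut at about 49% in these data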;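 also: 0% = DMSO plus EC80 beta-PEA response and 100% = DMSO alone without agonist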
Target sequence (Q96RJ0 whole entry, looked up): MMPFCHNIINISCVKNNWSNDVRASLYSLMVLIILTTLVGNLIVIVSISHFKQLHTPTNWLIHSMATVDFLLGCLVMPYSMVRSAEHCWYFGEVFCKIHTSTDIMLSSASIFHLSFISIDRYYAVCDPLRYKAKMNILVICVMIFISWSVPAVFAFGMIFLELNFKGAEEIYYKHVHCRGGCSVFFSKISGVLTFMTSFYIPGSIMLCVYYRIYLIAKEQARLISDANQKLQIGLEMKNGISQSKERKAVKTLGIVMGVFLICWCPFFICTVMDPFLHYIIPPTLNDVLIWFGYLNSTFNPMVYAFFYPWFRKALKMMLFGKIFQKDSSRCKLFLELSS
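Test system – hTAAR1-expressing CHO RD-HGA16 cells, Gα16-coupled · Also added – β-PEA at EC80 concentration, post-compound challenge · Compound – 3 µM, single point · Incubation – dye loading 75 min at 37 °C, then 30 min room temperature · Measured by – Fluo-8 intracellular calcium dye fluorescence, real-time kinetic reads · Benchmarks – vehicle and agonist controls · Replicates – singlicate, one well per test compound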
CRFR2-BP ag: agonists of CRF-BP/CRF-R2 complex, primary screen, cell-based, HEK293, calcium dye fluorescence, uHTS; CRF-binding protein / CRF receptor 2 complex (human); calcium dye fluorescence (FLIPR); percent of saturating CRF peptide response; activation, % at 13.2 µM; hit rate 0.46% among 350,000;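 active = activation of at least 50%, plus an integration ratio under a set limit after plate pattern correction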;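 also: plate controls were neutral control wells without compound for no effect and CRF at EC100 for full effect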
M5 ag: human M5 muscarinic receptor agonists, primary screen, CHO-K1 cells, Fluo-8 calcium fluorescence; Muscarinic acetylcholine receptor M5 (Homo sapiens), P08912; CHO-K1 hM5 cells; 0% DMSO wells, 100% maximal acetylcholine response; activation, % at 3 µM; hit rate 0.19% among 360,000; AID 624037, 2012;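 active = activation above the run's mean over test compounds plus 3 SD, cut at about 23% in these data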;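 also: signal is peak over basal fluorescence ratio across the kinetic read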
Target sequence (P08912 whole entry, looked up): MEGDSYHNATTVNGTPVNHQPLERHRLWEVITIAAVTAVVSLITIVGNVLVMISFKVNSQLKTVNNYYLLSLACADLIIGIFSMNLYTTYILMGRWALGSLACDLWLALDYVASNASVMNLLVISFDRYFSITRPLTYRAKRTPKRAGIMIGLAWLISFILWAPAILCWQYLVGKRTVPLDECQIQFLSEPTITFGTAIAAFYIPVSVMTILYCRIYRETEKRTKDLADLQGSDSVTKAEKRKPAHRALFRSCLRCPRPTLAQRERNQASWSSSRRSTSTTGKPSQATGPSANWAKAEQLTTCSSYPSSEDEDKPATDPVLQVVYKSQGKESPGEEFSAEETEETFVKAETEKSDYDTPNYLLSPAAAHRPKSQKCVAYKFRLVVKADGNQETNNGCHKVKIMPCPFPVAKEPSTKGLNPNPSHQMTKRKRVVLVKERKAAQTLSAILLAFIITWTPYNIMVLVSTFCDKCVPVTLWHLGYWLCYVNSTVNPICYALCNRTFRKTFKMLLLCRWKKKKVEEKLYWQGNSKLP
TAAR1 ag: human TAAR1 agonists, primary screen, Fluo-8 calcium fluorescence, CHO RD-HGA16 cells. Trace amine-associated receptor 1 (Homo sapiens), Q96RJ0. vehicle wells 0%, saturating PEA agonist 100%. activation, % at 3 µM. hit rate 0.99% among 360,000. AID 624467, 2012;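 active = activation above the mean activation of all test compounds in the run plus 3 SD, cut at about 38% in these data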
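Benchmarks: low control DMSO, high control PEA (EC100); System: CHO RD-HGA16 cells carrying human TAAR1 plus Gα16; Detection: Fluo-8 fluorescence, 5 s baseline then 140 s kinetic read; Schedule: 17-24 h plating, Fluo-8 75 min 37 °C, 30 min RT; Read-out basis: % activation from peak over basal fluorescence ratio, DMSO-to-PEA scaled.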
M5 PAM: human M5 muscarinic receptor positive allosteric modulators, primary screen, CHO-K1 cells, Fluo-8 calcium fluorescence; CHO-K1 hM5, ACh EC20 PAM; 0% = ACh EC20, 100% = ACh EC100; activation, % at 3 µM; hit rate 0.3% among 360,000; AID 624038, 2012;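 active = activation above the run cutoff, the mean activation of all test compounds plus 3 SD, cut at about 18% in these data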
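system = human M5 receptor in CHO-K1 cells | compound = one concentration, 3 µM final (nominal) | schedule = Post-acetylcholine fluorescence recording 140 s | signal = Fluo-8 calcium dye fluorescence, kinetic read | benchmarks = low control EC20 acetylcholine (0%), high control EC100 acetylcholine (100%) | repeats = singlicate, one well per test compound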
CRFBP-R2 block: antagonists of CRF-BP/CRF-R2 complex, primary screen, cell-based, HEK293, calcium dye fluorescence, uHTS; inhibition, % at 11.8 µM; CRF-induced calcium fluorescence; hit rate 0.59% among 350,000;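 active = inhibition of the ligand-induced calcium signal above about 50% at the single tested concentration, limit read from the data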
CHRM5 antagonist: human M5 muscarinic receptor antagonists, primary screen, CHO cells, Fluo-8 calcium fluorescence; Muscarinic acetylcholine receptor M5 (Homo sapiens), P08912; AID 624040, 2012; CHO-hM5 cells, ACh EC80; inhibition, % at 3 µM; hit rate 0.59% among 360,000;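 active = inhibition above a per-plate cutoff, the mean of that plate's test compounds plus 3 SD, cut at about 27% in these data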;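 also: 0% = acetylcholine EC80 with DMSO and 100% = DMSO without agonist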
CHRM4 PAM: human M4 muscarinic receptor positive allosteric modulators, primary screen, CHO-K1 cells, Fluo-8 calcium fluorescence; Muscarinic acetylcholine receptor M4 (Homo sapiens), P08173; CHO-K1 hM4/Gqi5, ACh EC20; 0% = ACh EC20, 100% = maximal ACh; activation, % at 3 µM; hit rate 0.4% among 360,000; AID 624126, 2012;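 active = activation above its plate's cutoff, the mean activation of sample wells plus 3 SD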; also: some results filed as inactive read as strong as hits
Numbers without * were called inactive; x = no result given.

Sample of the layout (5 entries):
SMILES	CHO-K1 Ca PAM	TAAR1 antagonist	CRFR2-BP ag	M5 ag	TAAR1 ag	M5 PAM	CRFBP-R2 block	CHRM5 antagonist	CHRM4 PAM
C[C@H]1CN(S(=O)C(C)(C)C)[C@H](CCO)/C1=C\CCO (stereo not given in full)	5	-4	3.1	1	1	1	1	-2	-5
Cc1ccc(-c2c(C#N)c(N)n(-c3ccc(C)cc3)c(=O)c2C#N)cc1	15	10	-0.5	3	5	0	11	5	9
CCOC(=O)CNC(=O)CNC(=O)c1ccc(OCC(C)C)cc1	1	-6	-0.8	-2	7	13	7	9	5
CCCCNC(=O)c1ccccc1NC(=O)CCC	1	2	-2.8	-1	2	-4	-9	-2	3
CS(=O)CCC(NS(=O)(=O)c1ccccc1)C(=O)O (stereo not given)	7	1	-2.4	3	1	-4	14	5	4

Main list, repeating the preview:
SMILES	CHO-K1 Ca PAM	TAAR1 antagonist	CRFR2-BP ag	M5 ag	TAAR1 ag	M5 PAM	CRFBP-R2 block	CHRM5 antagonist	CHRM4 PAM
C[C@H]1CN(S(=O)C(C)(C)C)[C@H](CCO)/C1=C\CCO (stereo not given in full)	5	-4	3.1	1	1	1	1	-2	-5
Cc1ccc(-c2c(C#N)c(N)n(-c3ccc(C)cc3)c(=O)c2C#N)cc1	15	10	-0.5	3	5	0	11	5	9
CCOC(=O)CNC(=O)CNC(=O)c1ccc(OCC(C)C)cc1	1	-6	-0.8	-2	7	13	7	9	5
CCCCNC(=O)c1ccccc1NC(=O)CCC	1	2	-2.8	-1	2	-4	-9	-2	3
CS(=O)CCC(NS(=O)(=O)c1ccccc1)C(=O)O (stereo not given)	7	1	-2.4	3	1	-4	14	5	4
O=C(COc1ccccc1[N+](=O)[O-])Nc1cccnc1	19	-2	0.1	-1	2	5	-2	1	3
OC[C@H]1O[C@@H](c2nc(-c3ccc4[nH]ccc4c3)no2)[C@H](O)[C@@H](O)[C@H]1O	17	-11	x	-1	2	3	x	-2	16*
COc1ccccc1N1CCN(C(=O)CN(C)S(=O)(=O)c2ccc3c(c2)c(=O)n(C)c(=O)n3C)CC1	12	12	-1.3	-4	3	-7	4	8	-8
CCCCN(CCCC)Cc1ccc(C(=O)NNC(=O)Nc2ccccc2)o1	18	-9	-4.2	4	7	5	26	7	9
COc1ccc(-c2nnc(SCC(=O)NCCC(C)C)nc2-c2ccc(OC)c(OC)c2)cc1OC	-4	-23	-4.4	-8	4	1	14	-1	0
O=C(Nc1nnc(-c2ccccc2)o1)c1nc2ccccc2s1	26	42	140*	-1	154*	4	-65	1	7
Cc1ccc(C(=O)NNC(=O)CCn2nnc3ccccc32)cc1	7	8	-1.1	-5	1	-5	4	3	-10
Cc1ccc(NC(=O)C2CCN(S(=O)(=O)c3c(C)[nH]c(=O)[nH]c3=O)CC2)cc1	12	-30	-0.1	-1	8	-1	18	0	2
Cc1cc2c(c(=O)n1CCc1ccccc1)C(c1ccco1)C(C#N)=C(N)O2 (stereo not given)	15	15	13	2	21	-8	-7	7	-2
O=C(NC(=S)Nc1cccc(NC(=S)NC(=O)c2ccccc2)c1)c1ccccc1	2	15	1.5	6	3	-5	-2	25	-1
COc1ccc2cc(C(=O)C3CCCN(C(=O)c4ccnn4C)C3)ccc2c1 (stereo not given)	7	-11	0.7	3	3	-5	-6	-7	-4
COC(=O)[C@]1(Cc2ccccc2)N[C@H](CN(C)C(=O)Nc2ccc(Cl)cc2)[C@@H]2C(=O)N(C)C(=O)[C@@H]21	12	-2	1.0	-2	0	11	3	-19	8
O=C(Cc1cccc([N+](=O)[O-])c1)Nc1cccc(C(=O)N2CCCCC2)c1	-7	9	-1.2	5	12	-5	8	15	1
NC(=O)c1ccc(NC(=O)COC(=O)c2ccc3ccccc3n2)cc1	14	18	-3.4	-1	2	-4	1	3	5
COC(=O)c1ccc(NC2(C#N)C(=O)Nc3ccccc32)cc1 (stereo not given)	13	-2	-0.8	3	1	-4	-20	6	-6
COc1ccccc1-c1cc(C(=O)N/N=C/c2cccs2)c2ccccc2n1	4	27	2.9	-6	13	-8	-17	-1	-4
CCCCCC(O)(CCCCC)C(=O)NNc1ccccc1	7	-1	-1.7	-6	12	-4	7	9	-8
CCC(C)NC(=O)Cn1cnc2sc(C)c(S(=O)(=O)N3CCN(c4ncccn4)CC3)c2c1=O (stereo not given)	22	-1	0.5	-2	2	-2	3	10	1
CC1=C(C(=O)OCc2ccccc2)C(c2ccco2)C2=C(CC(C)(C)CC2=O)N1 (stereo not given)	3	-15	-1.3	-2	10	-7	5	5	-1
Cc1ccc(Nc2nnc(SCC(=O)NC(Cc3c[nH]c4ccccc34)C(=O)O)s2)cc1 (stereo not given)	24	12	-0.3	-3	6	1	-2	3	-3
c1coc(C2Nc3ccccc3C3OCCC23)c1 (stereo not given)	13	-8	-2.2	-3	4	-8	10	3	-3
CCN1CCN(C(=S)c2ccc(OC)cc2)CC1	8	-14	1.0	-2	3	2	-6	8	-5
CSc1cccc(NC(=O)Nc2ccccc2)c1	12	17	-0.9	4	18	-10	15	4	6
C/C(=N\Nc1ccc([N+](=O)[O-])cc1)c1ccc(O)cc1	0	55*	37	3	19	-9	-124	10	-6
NC(=O)N/N=C/c1ccccc1OC(=O)c1ccccc1Br	27	8	-3.5	4	-1	-7	-15	-2	-2
CCS(=O)(=O)N1CCC(C(=O)Oc2ccc(C)c(C)c2)CC1	12	-20	-2.1	-6	1	0	-8	10	-4
CC(=O)c1cc2c(cc1NC(=O)CSc1ncccn1)OCO2	8	-2	1.8	1	0	-3	-2	8	0
Cc1c(NC(=O)c2cc(-c3ccc(F)cc3)nc3ccccc23)c(=O)n(-c2ccccc2)n1C	6	61*	-2.4	4	15	-30	10	24	-7
O=C1NCC(COc2cccc3ccccc23)O1 (stereo not given)	6	-9	-1.9	-2	4	-9	15	11	1
COc1ccccc1N(CC(=O)NC1CCCCC1)C(=O)CCC(=O)Nc1ccccn1	7	2	-0.1	3	5	-2	-6	-3	6
COc1ccc(OCCSc2ncnc3nc[nH]c23)cc1	22	-9	0.6	7	13	-6	-4	0	5
CCOc1ccc(NC(=S)NC(C)C(c2ccccc2)N2CCN(C)CC2)cc1 (stereo not given)	12	-33	-1.6	-19	4	-5	-18	11	-5
CCc1ccc(NC(=O)C(C)OC(=O)CC(NC(C)=O)c2ccccc2)cc1 (stereo not given)	-6	-6	-0.8	-3	1	-1	4	12	-4
Cc1ccc(S(=O)(=O)N2[C@@H](c3ccccc3F)C(C(=O)O)=CC[C@H]2c2ccc(Cl)c(Cl)c2)cc1	13	19	12	-3	0	5	6	6	5
C=CCn1c(C)nnc1SCC(=O)Nc1ccc2c(c1)OCCO2	-3	-19	3.8	7	3	6	-9	1	7
CC(C)CN(C(=O)CCC(=O)OCC(=O)N(C)c1ccccc1)c1c(N)n(CC(C)C)c(=O)[nH]c1=O	-12	-15	0.4	0	1	-1	2	7	-2
COC(=O)c1sccc1Oc1ccc(Cl)cc1N1C(=O)CCC1=O	-1	1	-4.5	2	5	6	-1	-3	-4
COc1ccc(OC)c(C(=O)CSc2nnc(C3CC3)n2C2CC2)c1	20	-16	-1.2	-1	4	1	-1	1	2
COc1ccc(CN(C)C(=O)C(Cc2ccccc2)NC(=O)c2ccccc2)c(OC)c1 (stereo not given)	-12	67*	-2.5	-1	6	-24	15	12	-12
Cn1c(CN2CCCC2)nc2cc(NS(=O)(=O)c3ccccc3)ccc21	7	9	-1.5	-1	8	-1	-1	2	-8
COc1ccc(CCNC(=O)CN2C(=O)COc3ccc(S(=O)(=O)N4CCOCC4)cc32)c(OC)c1	-12	0	-0.4	-3	1	-2	-2	2	7
CN(NS(=O)(=O)c1ccc(Cl)cc1)c1cnn(C)c(=O)c1Cl	-14	-21	-1.1	4	2	-9	-19	-2	-19
COC(=O)C(Cc1ccc(O)cc1)NC(=O)C(CC(=O)OC(C)(C)C)NC(=O)OC(C)(C)C (stereo not given)	0	2	-0.5	2	3	1	12	-2	3
COc1ccc(N2CCN(S(=O)(=O)CCNC(=O)C3CCCCC3)CC2)cc1	-6	-26	0.8	2	4	-5	13	0	-2
CNc1nc(NCC2CCCCC2)c2sccc2n1	9	26	x	7	49*	-7	x	8	-11
CCOc1ccc(-n2c(C)c(C(C)=O)c(C(C)=O)c2C)cc1	18	1	-0.9	-2	8	-7	7	4	4
c1ccc(-n2c(-c3ccncc3)nnc2-c2cccs2)cc1	8	-6	0.7	-3	4	5	21	1	6
CN1CCN(S(=O)(=O)c2cccc(C(=O)NC3(C)CCS(=O)(=O)C3)c2)CC1 (stereo not given)	0	-26	0.7	3	2	-2	-18	5	5
NS(=O)(=O)c1cccc2cccnc12	-1	2	-1.2	2	6	6	0	5	12
COC(=O)CCCC(=O)NC1CCCc2c1cnn2-c1ccc(F)cc1F (stereo not given)	-3	-8	1.2	0	-1	-6	11	13	3
CCN(CC)S(=O)(=O)c1ccc(Cl)c(C(=O)Oc2cccc(-c3cnc4ccccc4n3)c2)c1	-9	16	9.8	0	7	2	-8	19	15
CCC1=NNC(=O)C(CC(=O)Nc2ccccc2)c2cc(OC)c(OC)cc21 (stereo not given)	0	-5	-3.4	0	3	-11	-6	11	-3
COc1ccc(/C=C2\SC(=O)N(CCCC(=O)Nc3cc(Cl)ccc3C(=O)O)C2=O)cc1	7	-4	-1.1	2	-2	4	34	19	10
Cc1ccc(S(=O)(=O)Nc2c(C)n(C)n(-c3ccccc3)c2=O)cc1C(=O)OC(C)C(=O)N(C)c1ccccc1 (stereo not given)	-11	15	-2.4	0	-1	-5	17	11	-4
O=c1oc(-c2cccnc2)nc2ccccc12	7	0	1.5	-3	8	-1	-5	0	13
CCC1C(=O)N(C)CCc2ccccc21 (stereo not given)	18	1	-3.0	-1	-3	-1	12	2	8
O=C(COc1ccccc1[N+](=O)[O-])Nc1ccc(NC(=O)c2cc3ccccc3o2)cc1	19	0	-3.2	4	6	5	2	2	15

Screens (PubChem BioAssay)

An unsorted share of the library; any-hit rate near 4.2%.
